High-throughput results: PubChem, several laboratories
bovine MsrA act: activates bovine MsrA enzyme | actives 0.3% (n = 360,000) | purified bovine MsrA, absorbance read-out | AID 602163 | activation, % at 10.6 µM; in the data active = activation above about 7.5%;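 note: 0% = vehicle and 100% = reference activator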
eLon inh: inhibitors of E. coli Lon protease | actives 0.42% (n = 360,000) | purified E. coli Lon protease, fluorescence polarization | inhibition, % at 7.94 µM | AID 602123; in the data active = inhibition above about 13%, passing the limit was not always enough;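 note: 0% = enzyme with probe and DMSO and 100% = no enzyme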
MT1-MMP act inh: blocks activation of human MT1-MMP; P50281; GFP/RFP ratio change, % at 20 µM; HT1080 RFP-PRO-GFP cells, GFP/RFP ratio fluorescence, overnight; percent of plate control window, DMSO zero; actives 0.061% (n = 360,000); AID 651647;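 active = GFP/RFP ratio change of at least 30% with cell ATP level not reduced by more than half and red fluorescence within 50% of control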; note: strong numbers were not always called active
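Assay system: RFP-PRO-GFP reporter HT1080 cells; read-out basis: GFP/RFP fluorescence ratio; benchmarks: DMSO wells and RFP-L50D-GFP cells; doses: 20 µM single dose, 1% DMSO; schedule: overnight cell settling, then overnight compound exposure, 37 °C, 5% CO2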
Tb MetRS inh: Trypanosoma brucei MetRS inhibition; purified T. brucei MetRS, ATP depletion, Kinase-Glo luminescence; inhibition, % at 11.9 µM; actives 0.4% (n = 360,000); AID 624268;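 active = inhibition above a per-plate cutoff of the control wells' mean inhibition plus 3 SD, cut at about 5.5% in these data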;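 note: 0% = DMSO wells median and 100% = median of wells with control inhibitor compound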
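Assay system: T. brucei methionyl-tRNA synthetase, purified | Medium: HEPES buffer with MgCl2, KCl, DTT, spermine, BSA, pyrophosphatase | Compound: 11.9 µM single point | Incubation: 15 min enzyme-compound preincubation, 2 h reaction, 10 min detection, 25 °C | Measured by: Kinase-Glo luciferase luminescence reporting remaining unconsumed ATP | Measure: % inhibition normalized to control-well medians | Replication: Singlicate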
PABP1 MLLE inh: blocks PAM2 peptide binding to the PABP1 MLLE domain | actives 0.36% (n = 360,000) | GST-MLLE / FITC-PAM2 fluorescence polarization | inhibition, % at 20 µM | P11940 | AID 588489; in the data active = inhibition above about 35%, passing the limit was not always enough;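 note: plate controls were DMSO wells with GST-MLLE for no effect and wells lacking GST-MLLE protein for full effect; some results filed as inactive read as strong as hits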
Target sequence (P11940 whole entry, looked up, the tested form may be a part): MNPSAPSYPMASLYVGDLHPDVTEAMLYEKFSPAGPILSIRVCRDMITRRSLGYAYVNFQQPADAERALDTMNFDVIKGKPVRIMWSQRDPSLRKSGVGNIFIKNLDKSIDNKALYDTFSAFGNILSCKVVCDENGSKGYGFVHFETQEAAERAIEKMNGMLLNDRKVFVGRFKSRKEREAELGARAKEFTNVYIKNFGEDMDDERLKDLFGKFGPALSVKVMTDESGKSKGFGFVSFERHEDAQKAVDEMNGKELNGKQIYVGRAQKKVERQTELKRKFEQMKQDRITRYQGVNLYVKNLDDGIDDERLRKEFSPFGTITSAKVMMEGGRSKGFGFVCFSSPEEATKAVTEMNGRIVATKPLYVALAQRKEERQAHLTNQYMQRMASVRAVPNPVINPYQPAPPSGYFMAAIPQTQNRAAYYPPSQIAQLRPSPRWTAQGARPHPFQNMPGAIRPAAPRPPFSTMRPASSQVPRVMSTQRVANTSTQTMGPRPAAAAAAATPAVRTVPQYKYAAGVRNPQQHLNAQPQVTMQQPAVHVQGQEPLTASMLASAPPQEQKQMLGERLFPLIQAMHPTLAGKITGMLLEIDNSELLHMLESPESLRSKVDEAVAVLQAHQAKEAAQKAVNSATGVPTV
MsrA inhibitor: bovine MsrA inhibition; purified bovine MsrA, absorbance read-out; inhibition, % at 15.5 µM; actives 0.75% (n = 360,000); AID 651718; in the data active = inhibition above about 4.5%;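 note: 0% = vehicle wells with enzyme and 100% = reference inhibitor wells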
SKN-1 block: inhibitors of C. elegans SKN-1; inhibition, % at 21.8 µM; C. elegans VP596 Pgst-4::GFP/RFP ratio, acrylamide-induced, 24 h; actives 0.49% (n = 360,000);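 active = interference check ratio from 0.5 to 1.5 plus GFP to RFP signal ratio inhibition reaching or exceeding a fixed threshold, cut at about 30% in these data, passing the limit was not always enough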; note: some compounds called inactive have numbers as strong as hits
NRP1-CendR mod: modulators of CendR peptide binding to human neuropilin-1. inhibition, % at 25 µM. actives 0.85% (n = 360,000). FAM-RPARPAR peptide binding to NRP-1, fluorescence polarization. O14786;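 active = inhibition or corrected inhibition above about 18%, plus a signal ratio from 0.5 to 1.5, limit read from the data, passing the limit was not always enough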; note: strong numbers were not always called active
FAS-TE inh: blocks the thioesterase domain of human fatty acid synthase | P49327 | recombinant FAS-TE, OMFH fluorogenic substrate, fluorescence endpoint | inhibition, % at 15 µM | actives 0.67% (n = 360,000) | AID 602261;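 active = compounds whose normalised, plate-corrected inhibition of enzyme fluorescence in the single-dose primary screen is 50% or more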;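 note: 0% = DMSO with enzyme and 100% = substrate without enzyme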
* = called active by the depositor; · = no result given. Rows were taken by chance; overall some 4% were active at least once.

SMILES	bovine MsrA act	eLon inh	MT1-MMP act inh	Tb MetRS inh	PABP1 MLLE inh	MsrA inhibitor	SKN-1 block	NRP1-CendR mod	FAS-TE inh
CSc1ccc(CN2C(=O)C(C)Oc3c(C(C)=O)cccc32)cc1 (stereo not given)	-2	-8	-4	-0.2	0	-0.6	8	5	42
Cc1ccc(NCC(=O)c2ccc(C)cc2)cc1	-2	-8	3	-0.6	4	-0.1	8	0	2
CCc1c(C#N)c(SCCC(=O)Nc2ccc(C)cc2)nc2c1C(=O)CC(C)(C)C2	-3	2	-2	-0.9	13	-0.2	0	-4	22
Cn1c(=O)c2c(O)c([N+](=O)[O-])c(=O)n(C)c2n(C)c1=O	-3	-5	-1	1.1	10	1.3	-14	-14	-6
CN(C)CCOC(=O)C1(c2ccccc2)CCCC1	0	9	-5	-0.2	-14	-0.7	-3	5	-8
Cc1cc(=O)oc2cc(OCC(O)Cn3ccnc3)ccc12 (stereo not given)	1	2	-3	-0.5	-5	1.7	23	1	-6
C1C2CC3C1C3C2=NN=C1C2CC3C(C2)C13	-1	-2	1	0.1	10	0.2	-8	0	-1
CCOc1ccc(CCNC(=O)C2CC(=O)N(CCc3ccc(OC)c(OC)c3)C2)cc1OCC (stereo not given)	-8	5	1	-0.5	1	-1.1	-5	4	-3
COc1ccc(C(CNC(=O)c2cccc(N(C)C)c2)N2CCCC2)cc1 (stereo not given)	9.0*	-4	-1	-0.1	1	1.9	3	-12	-1
Cc1ccc(N(CC(=O)N/N=C/c2cccc(Br)c2)S(C)(=O)=O)cc1	-5	-4	-2	-0.5	3	-0.5	-4	-8	-9
Cn1ncc2cc(NC(=S)NC(=O)c3ccccc3)ccc21	-11	4	0	-1.0	31	1.4	0	0	-3
Cc1ccc(C(=O)NCC(=O)NCC(c2cccs2)N(C)C)cc1C (stereo not given)	-10	-5	1	-0.7	-14	0.1	-13	-5	-5

3 entries out of the list above, arranged by their value in bovine MsrA act, falling:
canonical_smiles | bovine MsrA act | eLon inh | MT1-MMP act inh | PABP1 MLLE inh | MsrA inhibitor | SKN-1 block | NRP1-CendR mod
C1C2CC3C1C3C2=NN=C1C2CC3C(C2)C13 | -1 | -2 | 1 | 10 | 0.2 | -8 | 0
CSc1ccc(CN2C(=O)C(C)Oc3c(C(C)=O)cccc32)cc1 (stereo not given) | -2 | -8 | -4 | 0 | -0.6 | 8 | 5
Cn1ncc2cc(NC(=S)NC(=O)c3ccccc3)ccc21 | -11 | 4 | 0 | 31 | 1.4 | 0 | 0

Next section:
SMILES	bovine MsrA act	eLon inh	MT1-MMP act inh	Tb MetRS inh	PABP1 MLLE inh	MsrA inhibitor	SKN-1 block	NRP1-CendR mod	FAS-TE inh
O=C(CNC(=O)c1ccc(Br)o1)NC1CCCCCC1	0	-16	-3	-0.1	-8	1.2	15	5	-2
COc1ccc(C(CNC(=O)COc2ccc(-c3ccccc3)cc2)N2CCOCC2)cc1 (stereo not given)	-2	-3	-3	-0.4	1	1.7	16	-3	23
S=c1[nH]c2ccc(Cl)cc2[nH]1	-2	0	0	-1.3	-27	-0.8	3	11	-3
Cc1nnc(SCC(=O)N2CCCCCC2)n(N)c1=O	-13	-3	0	-1.2	2	0.7	-19	7	-2
CCOC(=O)CNC(=O)Cn1cnc2c(nnn2-c2cccc(OC)c2)c1=O	-3	-3	4	-0.7	8	-1.2	2	-3	-5
CCC(C)C(CO)NC(=O)/C=C/[C@H]1O[C@@H](n2cnc3c(NC(=O)c4ccccc4)ncnc32)[C@H](O)[C@@H]1O (stereo not given in full)	-5	-4	4	-1.3	-17	-1.5	-10	6	-11
CCCCn1c(N)c(N(C)C(=O)c2cc3c(F)cccc3s2)c(=O)[nH]c1=O	-4	-1	5	-0.3	-3	-0.6	16	8	2
COCCNc1oc(-c2ccccc2Cl)nc1C#N	-1	1	1	0.1	4	1.8	1	7	0
CCOC(=O)c1sc2nc(CC(=O)OC)nc(NCCN3CCOCC3)c2c1C	-2	8	-2	0.0	-22	1.4	0	-20	0
Cc1ccc(S(=O)(=O)N(C)CC(=O)N/N=C/c2ccc(C)o2)cc1	-3	-4	-5	0.8	4	0.6	2	-16	-3
CCCc1cc(=O)[nH]c(SCC)n1	-1	-14	2	-0.8	5	-2.4	10	-1	1
CC(NC(=O)c1ccncc1)C(c1cccs1)N1CCOCC1 (stereo not given)	-12	-10	3	-1.8	-6	-0.6	5	6	-13
CC(=O)N1N=C(c2ccco2)CC1c1cc2cc(C)ccc2nc1Cl (stereo not given)	-9	1	4	-0.9	-8	-1.8	-3	-15	4
COc1cccc(CNC(=S)Nc2cc(C)ccc2C)c1	0	-8	-4	-1.1	-4	-1.2	3	6	-2
CC(=O)Nc1ccc(-c2csc(Nc3cc(C)ccn3)n2)cc1	-5	-6	-13	-0.5	7	-0.4	27	5	15
COCCN(C(=O)c1cc2c(s1)CCCCC2)c1c(N)n(Cc2ccccc2)c(=O)[nH]c1=O	-2	-3	5	-0.4	-6	-0.6	13	1	1
Nc1c(C(=O)OCC(=O)NCc2ccccc2)[nH]c(=O)[nH]c1=O	-7	4	1	-0.6	3	3.8	-9	6	-9
COC(=O)[C@@]12CCCCN1[C@H](c1ccc(-c3ccccc3)c(OC)c1)[C@H]1C(=O)N(C)C(=O)[C@H]12	-5	-1	0	0.6	-10	0.5	-5	1	46
Cn1c(Cn2c(=O)sc3ccccc32)nnc1SCC(=O)Nc1ccc(Cl)cc1	-2	6	-3	-0.2	8	-0.6	7	-19	-2
COc1ccccc1C1CC(=O)n2c(nc(-c3ccccc3)c2-c2ccccc2)S1 (stereo not given)	-7	-9	-3	-1.4	-75	0.6	-9	8	54*
CC(C)C[C@@H]1CN=C(N)N1C[C@@H]1CCCN1C[C@@H](C(C)C)N1C[C@@H](Cc2ccccc2)N(CCc2ccc(Cl)c(Cl)c2)C1=N	-5	-13	3	-0.8	4	-1.3	16	-1	-84
COC(=O)c1cc(Br)c(=O)n(-c2ccc(OC)cc2)c1	-7	-5	-2	-1.0	2	0.5	3	4	-5
O=C(NCC1CCCO1)c1ccc(COc2ccc(F)cc2)o1 (stereo not given)	-2	2	-2	-0.2	4	-1.6	1	2	-7
O=C(c1ccc(-c2ccccc2)c(F)c1)C1CCCN(C(=O)c2cncs2)C1 (stereo not given)	2	1	0	-0.1	12	0.4	5	-4	9
COCCNC(=O)CN(C)S(=O)(=O)c1ccc2c(c1)OCCO2	1	9	2	-0.1	-5	-1.2	0	-7	-6
CCCC(=O)Nc1ccc(C(=O)NCc2ccccc2Cl)cc1	0	-6	2	-0.6	6	0.7	9	19	1
O=C(NCCc1ccccc1)C1CCC(CNS(=O)(=O)c2cccc3cccnc23)CC1 (stereo not given)	-1	-4	-3	-0.2	-5	0.0	-2	3	1
CSC1=NCCN1CCOc1ccccc1	-4	11	-3	-0.5	-128	-0.6	6	5	1
Cn1c(=O)c2c(nc(OC3CCCCCC3)n2C)n(C)c1=O	-1	-6	0	-0.2	-2	-0.7	-3	-16	-2
CCCCn1c(N)c(N(CC(C)C)C(=O)c2cccc(OCc3ccccc3)c2)c(=O)[nH]c1=O	-7	7	-3	-0.6	-31	-0.1	0	17	3
O=C(CCc1nnc(CCCc2ccccc2)o1)N1CCCCCC1	-1	5	-1	-0.6	20	1.1	11	8	-2
CCCCC(O)(CCCC)C(=O)NNc1ccccc1	-4	-7	2	-0.5	5	-1.0	-9	-6	-6
CCCCOC(=O)c1ccc(NC(=O)C(=O)CC(=O)c2ccc(OC)cc2)cc1	-2	0	-3	-0.4	-6	0.3	4	-8	3
CCOC(=O)C(NC(=O)Nc1ccc(F)cc1F)(Oc1ccc(F)cc1)C(F)(F)F (stereo not given)	2	0	-1	-0.1	5	-0.1	-1	5	-10
CCCCC[C@H](O)/C=C/C1=C(CCCCCCC(=O)O)C(=O)CC1	0	-10	6	0.6	8	·	27	-51	5
COc1ccc(CCC(=O)N2CCN(S(=O)(=O)c3ccc(OC)cc3)CC2)cc1	-7	-2	-3	-0.3	-97	0.6	1	-11	-3
COc1ccc(CN2CCCCC2C)cc1OC (stereo not given)	-2	-11	6	-0.2	4	0.1	15	-3	-5
O=C1/C(=C/c2ccccc2[N+](=O)[O-])COc2ccccc21	-3	0	-13	-0.3	-118	1.3	-3	-3	10
CC(C)COP(=O)(OCC(C)C)C(O)c1ccc(N(C)C)cc1 (stereo not given)	-3	-6	0	-0.5	-7	0.0	-6	-3	-3
COc1cccc(CNC(=S)Nc2cccc(Cl)c2C)c1	0	-21	-3	1.4	-1	3.2	4	6	6
COc1ccccc1NC(=O)CSc1ncnc2c1oc1ccccc12	-2	-2	5	0.4	-11	1.4	2	-17	8
COC(=O)c1cc(OC)c(OC)cc1NC(=O)CCNC(=O)c1ccco1	-2	-8	0	-0.7	-4	1.9	1	-4	-1
Cc1[nH][nH]c(=O)c1C(c1c(C)[nH][nH]c1=O)c1cn(Cc2ccccc2Cl)c2ccccc12	1	-1	0	1.3	-2	0.1	8	10	9
CCOC(=O)CCNC(C(=O)OCC)c1ccccc1 (stereo not given)	-1	6	4	-0.2	6	-0.6	-4	5	-5
CCn1c(CNC(=O)Cc2ccc(OC)cc2)nnc1SCC(=O)Nc1ccc(C(=O)O)cc1	-8	-5	-4	-1.3	7	-0.8	-4	2	-6
CC(=O)N1CC=C2C(C#N)=C(N)C(C#N)(C#N)[C@H](c3ccoc3)[C@H]2C1	-3	31*	-67	1.2	32	0.6	19	-2	-5
CC(=O)Cc1nsc(NC(=O)c2ccco2)n1	1	-1	2	-0.6	0	0.0	-1	-7	-10
O=C(Nc1ccc(Cl)cn1)c1cnn2cccnc12	-5	-3	1	-1.1	13	1.0	-15	-1	-2
O=C(Nc1nc2ccccc2n1CCN1CCOCC1)c1ccccc1	-4	8	-1	-1.4	-2	2.9	-1	0	-1
NNC(=O)c1ccc2nc(-c3ccc(Br)cc3)cn2c1	-5	5	-26	-0.5	8	-0.7	0	-15	0
CCCc1cc(=O)[nH]c2nnc(SCC(=O)NC3CCCCC3)n12	-8	-5	1	-0.1	19	0.8	-13	8	-4
CCOc1ccc(N2C(=O)CC(SC(=NC)Nc3ccc4c(c3)OCO4)C2=O)cc1 (stereo not given)	-2	0	0	-0.3	1	0.1	14	-3	8
CC1C(=O)Nc2ccc(S(=O)(=O)N3CCN(c4ccccc4F)CC3)cc2NC1=O (stereo not given)	·	·	-2	·	-3	0.1	24	-1	1
COc1ccc2c(c1)c(C(=O)CN1CCOCC1)c(C)n2C	0	-1	-2	0.1	14	1.1	14	-7	-3
O=C(c1ccccc1CCc1ccccc1)N1CCCC1	-1	3	-2	0.1	-9	0.5	3	4	-2
O=C(NCCc1cscn1)C1CCC(=O)N(Cc2ccc(Cl)cc2)C1 (stereo not given)	4	-2	-2	-0.3	8	0.1	-15	4	-4
Cc1ccc(NC(=O)C2(c3ccc([N+](=O)[O-])cc3)CCCC2)cc1	-4	-6	-4	-0.2	-14	0.0	8	14	60*
